Screening data deposited in PubChem by The Scripps Research Institute Molecular Screening Center.
TEAD-YAP inh – TEAD-YAP interaction inhibition, primary screen, TEAD-YAP interaction inhibitor project, luminescence, HEK-TIYL cells | actives 1.4% (n = 640,000) | inhibition, % at 9.12 µM | TEAD-Gal4/YAP UAS-luciferase luminescence; in the data active = inhibition above about 32%;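 also: 0% = median of test compound wells and 100% = reference inhibitor wells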
GPR151 activ – activators of human GPR151, primary screen, cell-based, PathHunter beta-arrestin, luminescence; PathHunter beta-arrestin GPR151 cells; activation, % at 11.2 µM; actives 1% (n = 650,000); in the data active = activation above about 4.9%;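 also: 0% = median of compound wells and 100% = cells with positive control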
Target sequence (Q8TDV0 whole entry, looked up): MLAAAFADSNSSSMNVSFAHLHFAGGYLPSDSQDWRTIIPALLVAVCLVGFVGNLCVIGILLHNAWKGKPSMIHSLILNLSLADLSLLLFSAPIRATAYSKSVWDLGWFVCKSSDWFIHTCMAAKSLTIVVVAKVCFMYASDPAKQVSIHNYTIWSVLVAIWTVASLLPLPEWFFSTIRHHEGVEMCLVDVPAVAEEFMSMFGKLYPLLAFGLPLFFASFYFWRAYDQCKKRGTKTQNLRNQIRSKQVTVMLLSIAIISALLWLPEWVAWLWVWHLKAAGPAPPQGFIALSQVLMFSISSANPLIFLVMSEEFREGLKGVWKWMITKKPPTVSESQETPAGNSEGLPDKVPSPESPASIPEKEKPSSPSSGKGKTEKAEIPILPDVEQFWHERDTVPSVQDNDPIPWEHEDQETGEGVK
FBW7 act – FBW7 E3 ligase activators, primary screen, biochemical, AlphaScreen, human | normalized activity (activation), % at 26.1 µM | AlphaScreen FBW7–phospho-cyclin E peptide binding, activator screen | F-box/WD repeat-containing protein 7 (Homo sapiens), Q969H0 | actives 0.13% (n = 650,000) | AID 1259310, 2017; in the data active = normalized activity above about 1.9%;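 also: purified mutant Fbw7 with reduced substrate affinity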
MITF primary – MITF inhibitors, primary screen, biochemical, AlphaScreen, human | Microphthalmia-associated transcription factor (Homo sapiens), O75030 | AlphaScreen MITF homodimerization, bead proximity signal | inhibition, % at 2.6 µM | actives 0.91% (n = 650,000); in the data active = inhibition above about 50%;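 also: 0% = vehicle wells with protein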
Target sequence (O75030 whole entry, looked up): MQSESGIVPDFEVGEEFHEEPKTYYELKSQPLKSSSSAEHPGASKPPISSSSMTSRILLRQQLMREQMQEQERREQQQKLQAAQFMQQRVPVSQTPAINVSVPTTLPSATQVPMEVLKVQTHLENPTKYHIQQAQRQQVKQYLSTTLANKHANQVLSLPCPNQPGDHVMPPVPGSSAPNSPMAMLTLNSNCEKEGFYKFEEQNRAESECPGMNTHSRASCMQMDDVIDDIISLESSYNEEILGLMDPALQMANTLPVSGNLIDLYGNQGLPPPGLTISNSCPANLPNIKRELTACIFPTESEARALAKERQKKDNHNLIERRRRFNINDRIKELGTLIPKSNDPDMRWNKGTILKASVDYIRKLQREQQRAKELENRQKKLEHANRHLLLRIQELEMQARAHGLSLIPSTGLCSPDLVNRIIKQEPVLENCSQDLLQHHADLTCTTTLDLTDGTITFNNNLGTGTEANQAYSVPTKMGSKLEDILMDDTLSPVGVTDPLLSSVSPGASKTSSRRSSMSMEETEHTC
* = called active by the depositor.

Each structure is followed by: TEAD-YAP inh | GPR151 activ | FBW7 act | MITF primary
1. CCCCN(CC)c1ncnc2c1sc1nc(N3CCOCC3)c3c(c12)CCCC3
  11 | -0.4 | 0.6 | 8
2. CCCCOc1ccc(C2C3=C(CC(C)(C)CC3=O)Nc3ccccc3N2C(=O)Cc2ccccc2)cc1 (stereo not given)
  21 | 2.2 | -0.2 | -1
3. CC(C)(C)c1cc(CO)c(O)c(CO)c1
  -2 | 2.0 | 0.0 | 1
4. Cc1ccc(NC(=O)C(C)N2C(=O)c3cccc4cccc2c34)cc1C (stereo not given)
  0 | 1.2 | 0.1 | -16
5. CC(=O)c1c(C)[nH]c(C(=O)N2CCN(Cc3ccccc3)CC2)c1C
  8 | -0.2 | -0.1 | 1
6. Cc1[nH]nc2c1C(c1ccsc1C)C(C#N)=C(N)O2 (stereo not given)
  -14 | 1.7 | -0.1 | -6
7. NC(=O)c1cccc(-c2cnc(NCc3cccs3)c3nccn23)c1
  -55 | 0.7 | 0.1 | 16
8. CCOC(=O)c1c(C)[nH]c(C)c1-c1cccc2ccccc12
  -6 | -0.5 | -0.3 | -3
9. O=C1/C(=C/c2ccc3nccnc3c2)CCC1C1CCCC1 (stereo not given)
  -34 | -0.8 | -0.1 | -3
10. Cc1nc(C)c(C(=O)OCC(=O)Nc2sc3c(c2C(N)=O)CCC3)s1
  -3 | 0.4 | 0.0 | 5
11. O=C(Cn1c2ccccc2c(=O)c2ccc(Cl)cc21)Nc1cccc(F)c1
  9 | -1.4 | 0.0 | 5
12. Cn1ccnc1C(NC(=O)N1CCCCC1)c1ccc(F)c(F)c1 (stereo not given)
  2 | 0.9 | 0.1 | 5
13. COC(=O)c1ccc(C2NC(=O)c3[nH]nc(-c4ccc(C)cc4)c32)cc1 (stereo not given)
  3 | 1.5 | 0.3 | 11
14. CC(NC(=O)c1ccco1)c1nc(-c2ccncc2)n[nH]1 (stereo not given)
  -2 | 0.1 | 0.0 | -12
15. CC(=O)N1CCc2c(sc(NC(=O)CCc3ccccc3)c2C(N)=O)C1
  51* | -0.5 | 0.0 | 9
16. O=c1cc(C(F)(F)F)[nH]c(=O)n1C1CCCCC1
  7 | 2.1 | 0.0 | 2
17. CCOC(=O)c1cccc(C(=O)Oc2ccc3ccccc3c2)n1
  -1 | 1.6 | 0.0 | -7
18. COCCNc1nc(-c2ccccc2C)ccc1C(=O)Nc1cccc(OC)c1
  -1 | 1.6 | -0.1 | -3
19. CCOC(=O)c1ccc(NC(=O)CSc2nc3ccsc3c(=O)n2Cc2ccc3c(c2)OCO3)cc1
  6 | -1.8 | 0.1 | 0
20. CCn1nc(C)c(CN2CCN(C3CCN(C(C)C)CC3)C(CCO)C2)c1C (stereo not given)
  6 | -0.4 | 0.0 | -9
21. c1ccc(CCn2nnnc2C(c2cccnc2)N2CCN(c3ccccc3)CC2)cc1 (stereo not given)
  2 | -0.7 | 0.4 | 21
22. CCOCCCNC(=O)c1sc2ccccc2c1Cl
  -18 | -0.8 | 0.8 | 7
23. COc1ccc(OC)c(CNCCCN2CCOCC2)c1
  -3 | 0.3 | -0.1 | -5
24. CCOC(=O)C1=CN(Cc2ccc(Cl)cc2)C=C(C(=O)OCC)C1c1ccccc1Cl
  0 | -0.9 | 0.0 | -4
25. CC(C)N(CCNc1nc(-c2csc3ccccc23)nc2nc[nH]c12)C(C)C
  -4 | 0.0 | 0.3 | 16
26. Cc1cc(C(C)(C)C)ccc1OCCN1CCOCC1
  -1 | -1.1 | -0.2 | -5
27. COc1ccc(-c2nc3ncnc(N)c3[nH]2)cc1
  -8 | 0.8 | 0.0 | 21
28. CCOC(=O)CN1C(=O)COc2ccccc21
  -1 | -1.1 | 0.0 | -1
29. O=C1NC2C=NN(c3ccccc3)C(=O)C2NC1=O (stereo not given)
  1 | 1.0 | -0.2 | -6
30. CC(=O)c1cccc(-c2cnn3c(N4CCCCC4CCO)ccnc23)c1 (stereo not given)
  -41 | -0.5 | -0.2 | 21
31. CCCn1ncc(CN2CCC(CO)(CC3CCCCO3)CC2)c1C (stereo not given)
  3 | -2.4 | -0.2 | -7
32. C[C@@H]1CN(Cc2nnnn2CC(=O)NCCc2ccc(F)cc2)C[C@H](C)O1
  -8 | -1.4 | -0.1 | 4
33. CCOC(=O)N1CCC(NC(=O)c2nn(C)c3c2CS(=O)(=O)c2ccccc2-3)CC1
  8 | 0.3 | 0.3 | 13
34. Cc1nc2c(c(C)nn2C)c(C)c1CCC(=O)N1CCCCCC1
  5 | -0.8 | 0.0 | 5
35. O=C(CSc1nc2c(sc3ccccc32)c(=O)n1CCO)NC1CCCC1
  1 | -0.1 | 0.0 | 3
36. CCc1nnc(NC(=O)CSc2nc(C)cc(C)c2C#N)s1
  -34 | -1.5 | 0.1 | 17
37. COc1ccc(/C=C/C(=O)NC(C)(C)C)cc1
  -29 | 0.6 | -0.4 | 3
38. COc1ccc(CCNC[C@@H](O)c2ccc(O)cc2)cc1OC
  -5 | -1.4 | -0.1 | -21
39. CC(=O)NC(c1ccco1)c1cc([N+](=O)[O-])c2cccnc2c1O (stereo not given)
  -2 | -0.9 | -0.4 | 55*
40. COc1ccc(NC(=O)CSc2nc3ccsc3c(=O)n2CCC(=O)O)cc1
  0 | 1.3 | 0.1 | 5

An excerpt of these results, tab-delimited:
#	Compound	TEAD-YAP inh	GPR151 activ	FBW7 act	MITF primary
29	O=C1NC2C=NN(c3ccccc3)C(=O)C2NC1=O (stereo not given)	1	1.0	-0.2	-6
30	CC(=O)c1cccc(-c2cnn3c(N4CCCCC4CCO)ccnc23)c1 (stereo not given)	-41	-0.5	-0.2	21
31	CCCn1ncc(CN2CCC(CO)(CC3CCCCO3)CC2)c1C (stereo not given)	3	-2.4	-0.2	-7
32	C[C@@H]1CN(Cc2nnnn2CC(=O)NCCc2ccc(F)cc2)C[C@H](C)O1	-8	-1.4	-0.1	4
33	CCOC(=O)N1CCC(NC(=O)c2nn(C)c3c2CS(=O)(=O)c2ccccc2-3)CC1	8	0.3	0.3	13
34	Cc1nc2c(c(C)nn2C)c(C)c1CCC(=O)N1CCCCCC1	5	-0.8	0.0	5

Continued.
Each structure is followed by: TEAD-YAP inh | GPR151 activ | FBW7 act | MITF primary
41. Cc1cccc(S(=O)(=O)Nc2cccc3c2C(=O)c2ccccc2-3)c1
  10 | 1.0 | -0.1 | 1
42. Cc1cc(=O)[nH]c(Nc2ccc(N(C)C)cc2)n1
  11 | 1.4 | 0.1 | 7
43. CN(C)S(=O)(=O)c1cc(N=Cc2c(O)oc(=O)c3ccccc23)ccc1Cl
  7 | 1.1 | 0.3 | 9
44. O=C1CCCN1CCCNc1nc(NCc2ccc3c(c2)OCO3)nc2nc[nH]c12
  -2 | -0.4 | 0.1 | 14
45. COCCn1c(C)cc(C(=O)CSc2nnc(-c3cccs3)o2)c1C
  -5 | 0.3 | -0.1 | 3
46. O=C(CCS(=O)(=O)c1ccccc1)Nc1nc(-c2cccs2)cs1
  10 | 1.7 | 0.0 | -7
47. O=C(O)C1CNC(c2cccc(O)c2O)S1 (stereo not given)
  -5 | 2.7 | -0.1 | 10
48. Cc1nc2ccc3nc(NC(=O)c4ccccc4Cl)sc3c2s1
  -23 | 0.5 | -0.1 | 5
49. COc1cc(SC)ccc1C(=O)OCC(N)=O
  5 | 0.0 | -0.1 | 2
50. CC1CCN(c2nc3c(c(=O)[nH]2)CCN(Cc2cnc(N)nc2)C3)CC1
  7 | -0.6 | 0.5 | 15
51. COc1ccc(COC(=O)C2=C(C)NC3=C(C(=O)CCC3)C2c2cc(Cl)c(O)c(OC)c2)cc1 (stereo not given)
  13 | 0.4 | 0.3 | 17
52. Cc1cc(C(=O)NCC2Cc3cc(Cl)cc(-c4ccncc4)c3O2)c(C)o1 (stereo not given)
  1 | 1.1 | 0.1 | 15
53. CCC(C)NC(=O)CCCn1c(=S)[nH]c2ccc(Br)cc2c1=O (stereo not given)
  4 | 0.8 | -0.1 | -11
54. NC(=O)c1nonc1C(N)=O
  -13 | -0.5 | -0.1 | -1
55. CC1=CC(C)(C)N(C(=O)c2ccccc2)c2ccccc21
  -1 | -1.1 | 0.2 | 12
56. O=C(Oc1coc(CSc2ncccn2)cc1=O)c1cccc(C(F)(F)F)c1
  4 | 1.4 | -0.2 | -2
57. O=C(CSc1ccccn1)c1ccc(F)cc1
  -50 | -1.3 | -0.1 | -5
58. Cc1cc(C)nc(N2CCC(CNC(=O)c3cc(C(C)(C)C)[nH]n3)CC2)n1
  -1 | -0.1 | -0.2 | 1
59. CC[C@@H]1NC(=O)[C@@H]2C[C@H](NC(=O)c3cnn(-c4ccccc4)c3C(F)(F)F)CN2C1=O
  4 | 0.9 | 0.0 | -13
60. O=C(NCc1cccnc1)c1ccc(N2CCC(NCc3ccc(Cl)cc3)CC2)cc1
  5 | 0.4 | -0.2 | 9

Quoted at random: two compounds from above.
Each structure is followed by: TEAD-YAP inh | GPR151 activ | FBW7 act | MITF primary
49. COc1cc(SC)ccc1C(=O)OCC(N)=O
  5 | 0.0 | -0.1 | 2
59. CC[C@@H]1NC(=O)[C@@H]2C[C@H](NC(=O)c3cnn(-c4ccccc4)c3C(F)(F)F)CN2C1=O
  4 | 0.9 | 0.0 | -13

Remaining list, next part
Each structure is followed by: TEAD-YAP inh | GPR151 activ | FBW7 act | MITF primary
61. CCOc1ccc(C2NC(=O)NC(C)=C2C(=O)OCC(C)C)cc1 (stereo not given)
  -2 | 0.2 | -0.1 | 11
62. O=C(CN1C(=O)c2ccccc2C1=O)Nc1ccc(Oc2ccc(NC(=O)CN3C(=O)c4ccccc4C3=O)cc2)cc1
  5 | -0.1 | 0.3 | -5
63. CN(C)N1C(N)=C(C#N)C(c2ccc(F)cc2)C2=C1CC(C)(C)CC2=O (stereo not given)
  9 | 0.4 | 0.8 | 11
64. Cc1ccc2c(c1)sc(=NC(=O)c1ccc(S(=O)(=O)N3CCCC3)cc1)n2C
  -1 | 1.6 | -0.1 | -2
65. CC1CC(C)(C)N(C(=O)Nc2ccc(Cl)c(Cl)c2)c2ccccc21 (stereo not given)
  7 | 1.6 | 0.2 | 17
66. Cc1ccc(-c2nc3sc(-c4ccc(C)o4)nc3s2)o1
  -6 | -0.9 | 0.1 | 3
67. Brc1ccc(C2C=C(c3cccc(Br)c3)Nc3nnnn32)cc1 (stereo not given)
  -8 | 0.6 | 0.7 | 1
68. COCCn1c(=O)[nH]c2nc(-c3cc(C(F)(F)F)cc(C(F)(F)F)c3)cnc21
  4 | -0.7 | 1.2 | 6
69. COc1ccc(/C=N/c2c(C)n(-c3ccccc3)c(=O)n2C)c(OC)c1
  9 | 1.6 | 0.2 | 7
70. N/C(=N\c1nc(=O)c2ccccc2s1)NC(=O)Cc1ccccc1
  -32 | 0.8 | 0.4 | 15
71. N#Cc1ccc(-c2csc(NC(=O)c3sc4ccccc4c3Cl)n2)cc1
  -11 | -0.6 | -0.2 | -1
72. Cc1onc(C(=O)Nc2sc3c(c2C#N)CCC3)c1[N+](=O)[O-]
  1 | -1.7 | -0.2 | -17
73. CSc1ccccc1NC(=O)c1ccc(N2CC3CC(C2)c2cccc(=O)n2C3)c(NC(=O)c2ccc(C(C)(C)C)cc2)c1 (stereo not given)
  -12 | -1.8 | 0.1 | 31
74. COC(=O)Cc1ccc(NC(=S)NCc2ccc(OC)cc2)cc1
  -6 | -0.8 | -0.1 | -31
75. COc1ccc(CCNC(=O)c2ccc(C)cc2C)cc1
  -1 | 1.1 | 0.0 | 13
76. O=C(CCN1C(=O)c2cccc([N+](=O)[O-])c2C1=O)Nc1ccc(N2CCOCC2)cc1
  2 | -0.6 | 0.0 | 2
77. Cc1ccc(C2C=C(c3cccc(Br)c3)Nc3ncnn32)cc1 (stereo not given)
  8 | 0.9 | 0.2 | 12
78. NC(=O)COC(=O)C1(c2ccccc2F)CCCC1
  3 | 1.3 | -0.1 | -10
79. O=C(c1ccc(NC(=S)Nc2ccc3c(c2)OCO3)cc1)N1CCOCC1
  4 | -1.1 | 0.3 | 23
80. COc1ccc(OC)c(S(=O)(=O)N(C)CC(=O)Nc2ccc(C(F)(F)F)cc2)c1
  -10 | -1.7 | 1.0 | 8
81. CCOC(=O)CSc1nnc(NC(=O)COc2ccc(Cl)cc2)s1
  -4 | -0.8 | 0.1 | 4
82. Cc1cc(C)nc(NS(=O)(=O)c2ccc(NC(=O)c3oc4ccccc4c3C)cc2)n1
  -2 | -1.5 | 0.1 | -18
83. CC(C)Oc1ccc(NC(=O)/C=C/c2ccccc2)cc1
  -42 | -1.8 | -0.1 | 5
84. O=C(O)CCC(=O)Nc1ccc2ccccc2c1
  -9 | -0.6 | 0.1 | -2
85. COc1ccccc1N1C[C@@H]2C[C@@H](c3ccccc3F)N3CCC[C@@]23C1=O
  0 | -1.0 | 0.0 | 12
86. NCCOc1ccccc1OCCN
  -4 | 3.0 | 0.0 | -5
87. COC(=O)C(NC(=O)c1ccccc1Cl)(Nc1cc(C)ccn1)C(F)(F)F (stereo not given)
  -8 | 0.5 | 0.1 | -3
88. O=[n+]1cc(-c2cccc(C(F)(F)F)c2)n([O-])c2c1CCC2
  8 | -1.2 | 0.2 | 13
89. Cc1ccc(CC2(CCC(=O)N3CCCCC3c3nccn3C)CCC(=O)N2)cc1 (stereo not given)
  -8 | -0.7 | 0.6 | 8
90. COc1cccc(/C=N\NC(=O)CNc2ccc(C)cc2)c1O
  -3 | -0.3 | -0.1 | -24

Hits appear at their usual frequency. About 3.4% of those tested had a hit in this group.
